Assay outcomes (PubChem BioAssay)
MT stabilizer = microtubule stabilizers in HeLa cells, primary screen, imaging, high-content imaging; HeLa tubulin immunostaining HCS, 24 h; share of cells brighter than vehicle mean+2SD; % tubulin-high responders, % at 10 µM; 0.83% of 200,000 active;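 active = plate Z-score above 3 for both tubulin-high and condensed-nucleus cell shares, with cell loss under 80%, at 10 µM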;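 note: anti alpha tubulin signal scored within the nucleus-defined area of each cell; some results filed as inactive read as strong as hits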
Autophagy HCS = autophagy modulators in MEF cells, primary screen, imaging, high-content, MEF GFP-LC3 | AID 463193, 2010 | calls only at 10 µM (by protocol) | MEF GFP-LC3 puncta imaging; test concentration mostly 10 µM | 0.98% of 190,000 active;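 active = percentage of spot-positive cells more than 3 SD above its plate mean, without a fluorescence outlier flag or 80% toxicity; inconclusive = no clear call, values can overlap the other calls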;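 note: spot-positive cell cutoff set from DMSO-treated cells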
Ins promoter up = insulin promoter activators in MIN6 cells, imaging, high-content screening, mouse beta cells | MIN6 insulin promoter-GFP reporter; active compounds read high | z-score at 5 µM | 0.3% of 190,000 active | AID 1625, 2009;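 active = z-score above 3 at 5 µM with at least 500 cells counted in the well; inconclusive = wells under 500 cells, flagged as cytotoxic or low count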
ER stress rescue = rescue of cells from ER stress-induced death, primary screen, 384-well, CSM14.1, thapsigargin, ATP luminescence (AID 1222); CSM14.1 thapsigargin-induced death rescue, ATP luminescence; higher % means a stronger effect; cellular ATP content (survival), % at 20 µM; hits with a dose series show EC50 in µM; 190,000 tested, under 10 active;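 active = EC50 below 50 µM in the dose-response confirmation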;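 note: death triggered by thapsigargin at about 15 µM added after 2 h compound pretreatment; cell ATP read after overnight thapsigargin exposure of roughly 18 to 22 hours; normalized against plate controls of thapsigargin alone and 5% DMSO vehicle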
Dynein cargo inh = inhibitors of GR-EGFP nuclear translocation, primary screen, dynein cargo transport inhibitor project, imaging, high-content, 3617.4 mouse cells. test concentration mostly 20 µM; stimulated with dexamethasone, 1 µM; active compounds read low. z-score, hits read low. 0.47% of 220,000 active;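 active = plate z-score of nuclear minus cytoplasmic receptor signal below a set negative limit, without overly bright fluorescence or cell loss, cut at about -3.5 in these data, passing the limit was not always enough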;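 note: z-score of nuclear minus cytoplasmic ring GR-EGFP intensity difference per well; some compounds called inactive have numbers as strong as hits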
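Buffer or medium: tet-free, stripped-serum medium; reagent: dexamethasone at 1.0 µM final, 30 min; incubation: 48 h induction, 1 h compound, 30 min dex at 37 °C; measured by: formaldehyde fixation, Hoechst nuclear stain, 10x automated fluorescence imaging; read-out: nuclear-to-cytoplasmic GR-EGFP distribution per well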
M17LAP inhibition = P. falciparum M17LAP inhibitors, primary screen, biochemical, fluorogenic H-Leu-NHMec substrate, 1536-well (AID 1619); recombinant M17LAP, H-Leu-NHMec fluorogenic kinetic assay; higher % means a stronger effect; Leucine aminopeptidase (Plasmodium falciparum (isolate 3D7)); 0.38% of 220,000 active; inhibition, % at 30 µM; hits with a dose series show IC50 in µM;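 active = compound inhibiting the enzyme by more than half at any dose during confirmatory dose-response retesting; inconclusive = strong single-dose inhibitors picked by rank but not retested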;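 note: plate controls were full reaction with DMSO carrier for no effect and no enzyme background for full effect; strong numbers were not always called active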
M1AAP inhibition = P. falciparum M1AAP inhibitors, biochemical, fluorogenic H-Leu-NHMec substrate, 1536-well (AID 1445). inhibition, % at 30 µM, or IC50 in µM where a hit was titrated. recombinant M1AAP, H-Leu-NHMec fluorogenic kinetic assay; higher % means a stronger effect. Aminopeptidase N (Plasmodium falciparum (isolate 3D7)). 0.42% of 220,000 active;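 active = primary inhibition above the hit cutoff, then over 50% inhibition at one or more dose response concentrations, cut at about 23% in these data, passing the limit was not always enough; inconclusive = conflicting primary data, or primary hits not chosen for dose response; inactive = low primary inhibition, or under 50% at every dose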;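 note: plate controls were DMSO full reaction for no effect and no enzyme background for full effect; strong numbers were not always called active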
Lipid droplet = inhibitors of hepatocyte lipid droplet formation, primary screen, imaging, high-throughput imaging, BODIPY stain; AML12 mouse hepatocytes, oleate lipid droplets; inhibition, % at 6.5 µM; 0.4% of 240,000 active;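 active = lipid droplet intensity inhibited by at least 50%, with more than 500 cells counted; inconclusive = wells with under 300 cells, treated as cytotoxic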
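Test system: AML12 mouse liver cells; schedule: overnight exposure; technique: high-content imaging of BODIPY-stained droplets and DAPI nuclei; read-out: % inhibition of corrected integrated BODIPY droplet signal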
Yfh1-off respiration = enhancers of respiration in Yfh1-depleted yeast, dose response, Friedreich's ataxia, plus single-dose screen (AID 1465) | S. cerevisiae Yfh1-off respiration, WST-1 reduction, 72 h; higher fold induction means a stronger effect | fold induction at 50 µM; hits with a dose series show EC50 in µM | 0.074% of 220,000 active;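 active = fold induction of absorbance versus untreated yeast above a set limit, then at least 30% activation at any dose in follow-up; inconclusive = repeats straddling the limit, or above it without dose testing; inactive = fold induction below the set limit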;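 note: activators that raise dye reduction in frataxin-depleted yeast; strong numbers were not always called active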
Dynein cargo inh cytoplasmic EGFP = further read-out of Dynein cargo inh, marked with its call; z-score; measured here: cytoplasmic GR-EGFP intensity; active compounds read high
Dynein cargo inh nuclear GR-EGFP = further read-out of Dynein cargo inh, marked with its call; z-score; measured here: nuclear GR-EGFP intensity;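 lower value marks the stronger effect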
Dynein cargo inh cell count = also measured in Dynein cargo inh; calls as there; z-score; measured here: cell count per field
Ins promoter up cell count = recorded beside Ins promoter up, whose call it bears; cell count; measured here: cytotoxicity, nuclei count;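 total cells summed across four imaged fields per well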
Lipid droplet cells 6.5 µM = second read-out of Lipid droplet, no call of its own (marks repeat the call); cell count; measured here: cell count, cytotoxicity flag;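 cells counted across two imaged fields per well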
MT stabilizer Hoechst-high % = also measured in MT stabilizer; calls as there; % Hoechst-high responders; measured here: nuclear condensation Hoechst responders;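 share of cells brighter than vehicle mean plus two SD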
MT stabilizer cytotoxicity % = second read-out of MT stabilizer, no call of its own (marks repeat the call); toxicity, %; measured here: cytotoxicity by cell density;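 0% = mean cell density of plate MIN control wells and 100% = no cells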
Autophagy HCS cell loss 18 h = second read-out of Autophagy HCS, no call of its own (marks repeat the call); toxicity, %; measured here: cell loss, nuclei count;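 cell loss after 18 h compound exposure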
* marks the source's active call; other numbers are inactive results; i = inactive; u = inconclusive; x = not tested or not shown.

Values run as follows: Dynein cargo inh nuclear GR-EGFP	Autophagy HCS	Dynein cargo inh	Dynein cargo inh cytoplasmic EGFP	Lipid droplet	MT stabilizer cytotoxicity %	M1AAP inhibition	MT stabilizer Hoechst-high %	Ins promoter up cell count	ER stress rescue	Yfh1-off respiration	M17LAP inhibition	Ins promoter up	Autophagy HCS cell loss 18 h	Lipid droplet cells 6.5 µM	MT stabilizer	Dynein cargo inh cell count
N#Cc1cc2c(nc1SCC(=O)Nc1sc3c(c1C#N)CCC3)CCC2
→ 1.3	i	0.59	-0.13	x	3.9	5%	2.2	1770	-1.2%	i	10%	0.45	-4	x	3.5	-0.16
COc1ccc2oc(C(=O)OCC(=O)NC(=O)NC(C)C)c(C)c2c1
→ 0.99	i	0.91	-0.16	9	3.0	10%	1.2	x	-0.7%	i	1%	x	-2	794	2.4	-0.59
Cc1cccc(-c2n[nH]c(=S)n2/N=C/c2ccc(C)s2)c1
→ -0.16	i	-0.5	-0.23	2	5.6	-1%	1.6	1235	-0.2%	i	2%	-0.27	12	715	4.3	1.5
Cc1cc2ccccn2c1C(=O)c1nc(N2CCOCC2)ncc1Cl
→ -1.1	i	-1.4	-0.1	x	8.9	16%	2.0	1571	-0.6%	i	11%	-0.41	10	x	3.5	0.74
Cc1cccc(CN2C[C@]34C=C[C@@H](C[C@@H]3S2(=O)=O)O4)c1
→ 0.41	x	0.99	-0.75	4	x	2%	x	928	x	i	6%	0.47	x	719	x	-0.56
O=C(Nc1ccc(Cl)cn1)c1cc2c(s1)-c1ccccc1OC2
→ -0.057	x	0.6	-0.27	11	x	6%	x	1464	x	i	2%	-0.43	x	642	x	0.51
NC(=O)CC[C@H](NC(=O)c1ccc(F)cc1)C(=O)OCC(=O)NCc1ccc(F)cc1
→ 0.89	i	0.27	-0.44	-11	4.2	5%	1.7	1206	-0.5%	i	-3%	0.16	2	653	3.6	0.18
Oc1c(CN2CCCCC2)cc(COCc2ccccc2)c2cccnc12
→ 0.38	i	0.4	-0.21	x	22	-16%	1.8	x	-2.5%	i	15%	u	51	x	17	-0.41
O=c1[nH]c(Cc2ccc(Cl)cc2)nc2ccccc12
→ 0.055	i	-0.5	0.77	10	4.8	1%	0.6	1505	-0.6%	i	-4%	-0.46	10	647	2.0	0.18
O=C(CCCN1C(=O)CCC1=O)Nc1cccc(C(F)(F)F)c1
→ -0.45	i	-1.1	-0.25	-23	6.5	0%	1.5	1384	1.8%	i	-5%	-1	-2	742	2.6	0.16
COc1c(N2CCN(C(=S)NC3CC4CCC3C4)C(C)C2)c(F)cc2c(=O)c(C(=O)O)cn(C3CC3)c12 (centres undefined)
→ -0.11	x	-0.16	-0.2	-14	x	5%	x	915	x	i	-15%	-0.82	x	735	x	-0.16
COc1cc(-n2c(N)c(C(=O)NCc3ccco3)c3nc4ccccc4nc32)cc(OC)c1OC
→ 1.6	i	1.6	0.2	10	2.3	17%	4.4	986	-1.6%	i	2%	-1.3	-9	688	8.3	-1
CN(C)c1ccc(C(CNC(=O)c2ccccc2F)c2c[nH]c3ccccc23)cc1 (centres undefined)
→ -0.35	i	-0.6	-0.18	9	8.5	8%	3.2	1391	-1.8%	i	0%	-0.37	3	698	1.5	-0.16
CCNC(=O)CSc1nc2cc([N+](=O)[O-])ccc2n1-c1cccc(C(F)(F)F)c1
→ -0.62	i	-0.9	-0.21	-9	11	9%	2.3	1477	-3.0%	i	9%	-0.46	-5	595	3.7	0.2
COc1ccc(NS(=O)(=O)c2cccc(C(=O)N/N=C/c3cccs3)c2)cc1
→ -0.53	i	-0.42	-0.13	4	8.5	6%	3.1	1367	3.3%	i	17%	0.36	2	631	2.3	0.46
O=P(CCC(F)(F)F)(CCC(F)(F)F)CCC(F)(F)F
→ -0.052	i	-1.1	1.9	2	5.6	4%	1.6	1003	-0.8%	i	19%	-0.82	-12	732	1.2	0.76
CCOC(=O)c1c(NC(NC(C)=O)C(Cl)(Cl)Cl)sc2c1CCCC2 (centres undefined)
→ 0.12	i	0.12	-0.25	-1	8.4	6%	2.9	1206	0.6%	i	1%	0.32	4	697	3.7	-0.33
CCCSC1=N/C(=C\c2ccsc2)C(=O)S1
→ -0.24	i	-0.47	-0.2	x	13	9%	2.8	1548	-1.8%	i	40%	-0.86	-13	x	2.4	0.54
Cn1c(-c2ccc3c(c2)OCO3)c(C(=O)O)c(=O)c2ccccc21
→ -0.65	i	-0.55	-0.32	-3	8.4	2%	2.6	1123	-0.9%	i	5%	0.27	5	788	5.0	1.1
COc1ccc(-c2nc(C(N)=O)c3[nH]c(=O)n(-c4cccc(Cl)c4)c3n2)cc1OC
→ 0.75	i	0.084	-0.12	-19	4.1	-2%	2.3	1347	x	x	7%	-0.45	-10	553	1.5	-0.96
O=C(NCC1CCCO1)c1ccc(NS(=O)(=O)c2cccs2)cc1 (centres undefined)
→ -0.2	x	-0.19	-0.28	-18	x	10%	x	1420	x	i	12%	-0.1	x	683	x	0.25
CCOc1cccc(N2C(=O)CC(NNC(=O)c3ccc(Br)o3)C2=O)c1 (centres undefined)
→ 0.22	x	0.47	-0.25	0	x	10%	x	1472	x	i	-1%	-0.34	x	710	x	0.16
C=CCNCCOc1cccc(Br)c1
→ 1.1	i	2	-0.24	2	5.9	-1%	2.4	1298	-1.4%	i	-1%	0.29	2	656	2.6	-1
COCCCN(CC(=O)Nc1ccc(N2CCOCC2)cc1)S(=O)(=O)c1ccc(C)cc1
→ -0.0068	i	0.084	-0.31	-9	7.6	1%	1.6	1610	-0.6%	i	-1%	-0.34	1	651	2.7	-0.56
Cc1cc(C)cc(NC(=O)N2CCCN(Cc3c(F)cccc3Cl)CC2)c1
→ -0.31	x	-0.54	-0.26	3	x	7%	x	1463	x	i	3%	-0.07	x	689	x	0.67
COc1ccc(-n2c(Cc3cccn3C)nnc2SCC(=O)Nc2cc(Cl)ccc2OC)cc1
→ 0.092	i	-0.37	-0.22	-33	10	7%	3.4	1445	x	i	5%	0.47	11	641	2.2	0.85
O=C(Cn1nnc(-c2ccccc2)n1)NCc1ccccc1
→ -0.71	i	-0.063	-0.26	-5	6.4	-4%	1.7	1204	-2.3%	i	-2%	-0.47	-2	738	3.5	0.6
COCCN1CCn2c(nc3cc(NC(=O)Cn4nc(C)c5ccccc5c4=O)ccc32)C1
→ 3.3	x	3.4	-0.11	-8	x	1%	x	1127	x	i	-17%	0.38	x	685	x	-2.7
Cc1c(NC(=O)CS(=O)(=O)c2ccccc2)c(=O)n(-c2ccccc2)n1C
→ 0.71	i	-0.15	0.66	-10	10	10%	2.5	1615	2.3%	i	2%	0.08	-8	488	2.3	-0.73
CCNc1sc(C(=O)c2cccs2)c(N)c1C#N
→ -0.45	i	-0.79	-0.25	24	6.7	5%	1.8	1302	-4.1%	i	10%	0.2	2	750	3.3	-0.62
Cn1c(N)cc(-c2ccc(F)cc2)c(C#N)c1=O
→ 0.33	i	0.082	-0.098	16	6.3	7%	0.9	1209	0.8%	i	16%	0.32	-12	758	1.7	-0.41
O=C1c2ccccc2NC(c2ccc([N+](=O)[O-])cc2)N1O (centres undefined)
→ 0.58	i	0.61	-0.3	6	4.5	16%	1.9	1136	0.7%	i	8%	0.89	13	716	3.0	-0.43
O=[N+]([O-])c1ccc(N2CCC(=NOCc3ccc(Cl)cc3)CC2)cc1
→ x	i	x	x	x	9.1	-2%	1.7	x	0.0%	i	3%	x	1	x	2.4	x
COc1ccc(Nc2nc(N)c([N+](=O)[O-])c(NCc3ccccc3)n2)cc1
→ 1.2	x	1.2	-0.23	2	x	-6%	x	1060	x	i	5%	-0.3	x	813	x	-0.67
Cc1nc2nc3c(cn2n1)C(=O)CC(C)(C)C3
→ 0.028	i	-0.3	-0.19	x	3.7	2%	2.6	1150	0.9%	i	7%	1.4	-10	x	3.1	0.48
COC(=O)CSc1nc2sc3c(c2c(=O)n1-c1ccccc1)CCN(C)C3
→ -0.43	i	-0.039	-0.26	x	5.3	8%	1.4	x	-0.6%	i	15%	x	17	x	7.7	0.89
O=C(C1=C(O)C(=O)N(CCN2CCOCC2)C1c1ccccn1)c1cccs1 (centres undefined)
→ 0.14	i	-0.23	-0.19	12	23	3%	1.9	1174	1.7%	i	10%	0.2	0	729	2.9	0.44
COC(=S)Nc1cccc(C(F)(F)F)c1
→ -0.07	x	0.3	-0.23	1	x	21%	x	1335	x	i	7%	-0.69	x	753	x	0.58
CC1(C)CC(=O)C2=C(C1)Nc1[nH]c(=S)[nH]c(=O)c1C2c1ccccc1 (centres undefined)
→ 0.63	i	0.21	-0.024	x	11	17%	1.6	1355	-1.2%	i	33%	1.4	-1	x	5.0	-1.4
O=[N+]([O-])c1cc(/C=N/O)ccc1SCc1ccccc1Cl
→ -0.84	i	-0.69	-0.22	x	7.8	6%	1.4	x	-3.8%	i	9%	x	6	x	2.1	-0.24
